Assay outcomes deposited in PubChem BioAssay by Sanford-Burnham Center for Chemical Genomics.
HT1080 viability: HT1080 cell viability loss – fluorescence readout (AID 620); cytotoxicity, % at 10 µM; hits with a dose series show EC50 in µM; 0.42% of 87,000 active; HT1080 viability, fluorescence; higher % means a stronger effect; in the data active means cytotoxicity above about 50%;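 further: cells exposed to compound overnight then 4 h with Alamar Blue; 0% = vehicle DMSO and 100% = killing control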
The depositor's hits bear a star. The list is partial; rates above refer to the full screens.

molecule | HT1080 viability
COCCn1c(SCC(=O)NC(=O)NC(C)C)nc2ccccc21 | -9%
CCCCc1cc(=O)oc2c(CN(CC)CC)c(O)c(Cl)cc12 | -11%
N#Cc1ccc(C23CC4(C2)[C@H](CN(P(=O)(c2ccccc2)c2ccccc2)[C@@H]4c2ccccc2)C3c2ccc(Cl)nc2)cc1 (stereo partly drawn) | -2%
O=C(CSc1nc2ccccc2[nH]1)c1ccc(Cl)s1 | 3%
CCC(c1nnnn1C(C)(C)C)N(Cc1cc2cccc(C)c2n2nnnc12)C1CCCC1 (stereo not drawn) | -2%
CCCCc1nnc(NC(=O)CSc2nc(C)cc(=O)[nH]2)s1 | -8%
Cc1cc(NC(=O)CSc2n[nH]c(-c3cccs3)n2)no1 | -9%
CCOC(=O)c1c(NC(C)=O)sc2c(OC)c(Br)ccc12 | -2%
COc1ccccc1NS(=O)(=O)c1cccc(C(=O)OCC(=O)Nc2cc(C)on2)c1 | 5%
O=C(Nc1ccccc1[N+](=O)[O-])C1=C(O)CCn2c1nc1ccccc12 | 15%
CCCCNC(=O)C1(c2ccc(OC)cc2)CCOCC1 | -2%
N#Cc1c(SCC(=O)OCc2ccccc2)nsc1SCC(=O)OCc1ccccc1 | -14%
CCN1/C(=C\C(C)=O)Sc2ccc(OC)cc21 | 2%
Cc1ccc(C2=[N+]([O-])C3(CCCCC3=O)N(O)C2(C)C)cc1 (stereo not drawn) | -7%
C[C@@H](C(=O)Nc1ccc2ccccc2c1)[C@@H]1C[C@@]1(C)[C@@H](NC(=O)Oc1ccc(F)cc1)c1ccccc1 | 15%
CC(C)(C)NC(=O)CSc1nc2ccc(NC(=O)CSc3nnnn3Cc3ccccc3)cc2s1 | -6%
O=C1/C(=C/c2ccccc2)CCCc2ccccc21 | -13%
CCCOC(=O)c1cc(-c2ccc(/C=C3/C(=O)N(C)C(=O)C(C#N)=C3C)o2)ccc1Cl | -5%
O=C(O)c1cn(-c2ccccc2)nc1C(=O)O | 6%
CCOC(=O)C1=C(c2ccccc2)N=C2SCC(=O)N2C1c1ccc(OC)c(OC)c1 (stereo not drawn) | -2%
CC(C)Oc1ccc(S(=O)(=O)N(C(C)C)C(C)C)cn1 | -1%
Cc1onc(-c2c(F)cccc2Cl)c1C(=O)Nc1sc2c(c1C(N)=O)CCC2 | -11%
CCCCC[n+]1ccn(-c2nc3ccccc3nc2[N-]S(=O)(=O)c2ccc(C)cc2)c1 | 0%
CCC(C(=O)NC1CCCC1)N(Cc1cccs1)C(=O)Cn1nnc(-c2ccc(OC)c(OC)c2)n1 (stereo not drawn) | -1%
CCC(C)NC(=O)CSc1nc2ccsc2c(=O)n1NC(=O)c1ccccc1 (stereo not drawn) | -5%
COCCCNC(=O)c1cccn2c(=O)c3cc4ccccc4cc3nc12 | -2%
O=C(Cc1ccc(-n2c(=S)[nH]c3ccccc3c2=O)cc1)N1CCC(N2CCCCC2)CC1 | 1%
Cc1ccc(CSc2nc3ccccc3c(=O)n2Cc2ccco2)cc1 | -5%
CC(C)(C)NC(=O)C(c1ccccc1)N(Cc1cccs1)C(=O)c1csnn1 (stereo not drawn) | 3%
CC(=O)CCS(=O)(=O)c1ccc(NC(C)=O)cc1 | 5%

Six structures already listed, ordered by SMILES length, low to high:
molecule | HT1080 viability
CCCCNC(=O)C1(c2ccc(OC)cc2)CCOCC1 | -2%
CCOC(=O)c1c(NC(C)=O)sc2c(OC)c(Br)ccc12 | -2%
COCCCNC(=O)c1cccn2c(=O)c3cc4ccccc4cc3nc12 | -2%
CCC(C)NC(=O)CSc1nc2ccsc2c(=O)n1NC(=O)c1ccccc1 (stereo not drawn) | -5%
CCC(c1nnnn1C(C)(C)C)N(Cc1cc2cccc(C)c2n2nnnc12)C1CCCC1 (stereo not drawn) | -2%
N#Cc1ccc(C23CC4(C2)[C@H](CN(P(=O)(c2ccccc2)c2ccccc2)[C@@H]4c2ccccc2)C3c2ccc(Cl)nc2)cc1 (stereo partly drawn) | -2%

The listing continues:
molecule | HT1080 viability
Cn1cnnc1SCC(=O)Nc1ccc2nc(SCc3ccccc3F)sc2c1 | 1%
CS(=O)(=O)N(CC(=O)Nc1ccccc1Sc1ccccc1)C1CCCCC1 | -11%
CCN(CC)C(=O)c1ccc(Nc2nnc(C)c3ccccc23)cc1 | 8%
CSC1=N/C(=C\c2ccc(C)cc2)C(=O)S1 | -6%
Cc1ccc2[nH]c(C)c(/C=N/Nc3nc4ccccc4s3)c2c1 | -10%
CC1CCN(C(=O)CSc2nc3ccccc3s2)CC1 | -20%
CC(C)NC(=O)c1cc2nc(-c3ccco3)cc(C(F)(F)F)n2n1 | 0%
O=C(Nc1ncc(Cc2ccccc2)s1)C1COc2ccccc2O1 (stereo not drawn) | -2%
CCC(C)(C(=O)NC1CCCCC1)N(C)C(=O)c1ccc2c(c1)OCO2 (stereo not drawn) | -3%
Cc1ccc(/C=C/c2ccc(=O)n(Cc3ccccc3Cl)n2)cc1 | -10%
CCOc1ccccc1NC(=O)c1ccoc1C | -16%
CSCCC(NC(=O)OC(C)(C)C)C(=O)NC(C(=O)NC(CC(C)C)C(N)=O)C(C)C (stereo not drawn) | 5%
CCCOc1ccccc1C1NC(=O)NC(C)=C1C(=O)OCc1ccccc1 (stereo not drawn) | -3%
Cc1cccc(NC(=O)NCCc2c[nH]c3ccccc23)c1 | -4%
CCOC(=O)/C(C#N)=C\C1=C(N2CCCC2)CC(C)(CC)OC1 (stereo not drawn) | 3%
COc1cccc(/C=c2/s/c(=C(\C#N)C(=O)N3CCOCC3)n(-c3ccccc3)c2=O)c1 | -5%
CCOC(=O)CC(=O)CSc1nc2ccccc2c(=O)n1-c1ccc(C(=O)NCCOC)cc1 | 5%
COc1ccc(NC(=O)CCS(=O)(=O)c2ccccc2)c(OC)c1 | -22%
CN1CCC(C2(O)c3ccccc3CSc3sccc32)CC1 (stereo not drawn) | 0%
Cn1c(=O)n(Cc2ccc(Cl)cc2)c2ccccc21 | 6%
Cc1cc(Cl)cc(Br)c1OCCCN1C(=O)NC(C)(C)C1=O | -11%
CNCc1ccccc1OCC(=O)Nc1ccccc1OC | 5%
O=C(Nc1nc2ccccc2n1CCN1CCCCC1)c1ccc(Cl)cc1 | 6%
CC(C)N(Cc1nc(-c2ccccc2)no1)C(=O)C1CCCCC1 | -15%
COc1ccc(C2C(C#N)=C(N)Oc3cc(C)n(Cc4ccco4)c(=O)c32)cc1 (stereo not drawn) | -9%
COc1ccc(C2C3=C(CC(C)(C)CC3=O)Nc3cc4c(cc32)OCO4)cc1 (stereo not drawn) | 0%
O=C(CSc1ncn[nH]1)Nc1ccccc1-c1ccccc1 | -14%
CC(=O)c1c(C)[nH]c(C(=O)COC(=O)CN(C)S(=O)(=O)c2ccc(Cl)cc2)c1C | 11%
O=C(Nc1nccs1)c1cn(-c2ccccc2)nc1-c1ccccc1 | 2%
CCOc1ccc(Br)cc1/C(C)=N\NC1=NCCN1 | 12%

Next structures.
molecule | HT1080 viability
Cc1ccc(CO/N=C\Cc2snc(Sc3ncc(C(F)(F)F)cc3Cl)c2C#N)cc1 | -2%
CC(C)(C)C(=O)Nc1nc(-c2ccccc2)ns1 | 6%
CC1CN(C(=O)CN2C(=O)NC3(CCCCCC3)C2=O)CC(C)O1 (stereo not drawn) | -6%
CSc1nc2c(c(=O)[nH]1)CCCC2 | 0%
O=C(Nc1ccc2nc(-c3ccccc3)[nH]c2c1)c1ccco1 | 15%
CC(=O)CSc1nnc(-c2ccc3c(c2)OCO3)o1 | 5%
CCCN1C2CCCC1CC(NC(=S)Nc1cc(C)ccc1C)C2 (stereo not drawn) | 0%
Cc1cccc(NC(=S)NN2CCOCC2)c1C | -12%
Nc1nnc(SCC(=O)NCCOc2ccccc2)s1 | -4%
CC(C)Cc1cc(C(=O)N2N=C(C(F)F)CC2(O)C(F)F)c2ccccc2n1 (stereo not drawn) | 0%
Cc1ccc(S(=O)(=O)N2CCN(C(=O)Cc3ccccc3)CC2)cc1 | -14%
CC(C)(C)N=Cc1cc(-c2ccccc2)sc1O | 29%
CC(C)Sc1nc2ccccc2c(=O)[nH]1 | -1%
COc1cc(C)nc2nc(SCc3ccccc3)nn12 | -5%
C=CCNC(=O)c1ccccc1NC(=O)c1ccccc1C | -11%
CC1CCN(C(=O)CSc2nncn2C)CC1 | -8%
CC(=O)CC1(O)C(=O)N(Cc2ccccc2)c2ccccc21 (stereo not drawn) | -33%
O=C1C2C3C=CC(C3)C2C(=O)N1CCC(=O)N1CCc2ccccc21 (stereo not drawn) | -18%
Cc1cccc(N(C(=O)c2ccc(CN3CCOCC3)o2)C(C(=O)NC(C)(C)C)c2ccc(F)cc2)c1 (stereo not drawn) | 4%
C=CCn1c(SCCOc2ccc(OC)cc2)nnc1C(C)NC(=O)Cc1ccc(OC)cc1 (stereo not drawn) | 3%
Cc1cc(C)cc(N(CC(=O)O)S(=O)(=O)c2c(C)noc2C)c1 | -15%
COC(=O)CSc1nc(-c2ccccc2)c2c(c1C#N)CCCC2 | -14%
COc1ccc(CNc2ccc(-c3ccccc3OC)nn2)cc1 | -9%
COCCSc1nnc(NC(=O)C(C)(C)C)s1 | -12%
COc1ccc(CCN=CC2=C(O)CC(C)(C)CC2=O)cc1 | -3%
Cc1cccc(NCCNc2cccc(C)c2)c1 | -8%
Cc1ccc(-c2cc(NC(=O)CCl)n(-c3ccccc3)n2)cc1 | 60%*
Cc1ccc(NS(=O)(=O)c2ccc(C(=O)N3CCN(c4ccccn4)CC3)cc2)cc1 | 7%
COc1ccc(CNC(=O)C2CCCN(S(=O)(=O)c3c(C)n[nH]c3C)C2)cc1 (stereo not drawn) | 6%
COc1ccccc1NC(=O)CSc1nnc(-c2ccoc2C)n1CC1CCCO1 (stereo not drawn) | -20%

A section taken from the entries so far:
molecule | HT1080 viability
Cc1cccc(NCCNc2cccc(C)c2)c1 | -8%
Cc1ccc(-c2cc(NC(=O)CCl)n(-c3ccccc3)n2)cc1 | 60%*
Cc1ccc(NS(=O)(=O)c2ccc(C(=O)N3CCN(c4ccccn4)CC3)cc2)cc1 | 7%

(further entries)
molecule | HT1080 viability
COc1ccc(CCNC(=O)C(=O)NCC2CCCO2)cc1OC (stereo not drawn) | 4%
Cc1cccc(N(CC(=O)NC2CCCC2)C(=O)CS(=O)CC(=O)Nc2ccc3c(c2)OCO3)c1C (stereo not drawn) | 12%
Cc1cc(C(=O)CSc2n[nH]c(-c3ccccc3F)n2)c(C)n1Cc1cccs1 | -2%
COC(=O)C(Cc1c[nH]c2ccccc12)NC(C)=O (stereo not drawn) | 16%
CCC(C)(C)C1CCc2c(sc(NC(=O)c3cccs3)c2C(N)=O)C1 (stereo not drawn) | -15%
CC(=O)Oc1ccc2ccccc2c1C(NC(=O)C(C)C)c1cccc([N+](=O)[O-])c1 (stereo not drawn) | 5%
CCOC(=O)N1CCN(C(=O)CCSc2ccc(Cl)cc2)CC1 | 4%
O=S(=O)(c1ccccc1)c1nc(-c2ccco2)oc1NCCN1CCOCC1 | -2%
O=C(CN1CCC(c2nc3ccccc3s2)CC1)NCc1ccccc1 | 19%
Cc1ccn(Cc2n[nH]c(=S)n2Cc2ccccc2)n1 | -2%
Cc1ccc(N=C(NOCc2ccc(Cl)cc2Cl)c2nonc2N)c(C)c1 | -13%
Cc1cc(C)c2nc(SCC(=O)N3CC(=O)Nc4ccccc43)c(C#N)cc2c1 | 71%*
Cc1noc(C)c1S(=O)(=O)Nc1ccc(C(=O)N2CCN(c3cccc(Cl)c3)CC2)cc1 | -6%
CCOc1ccccc1-n1c(CNc2ccc(F)cc2)nnc1SCC(=O)NCc1ccco1 | 5%
CCOc1ccccc1NC(=O)CSCC(=O)Nc1ccccc1 | 14%
Cc1onc(-c2ccccc2)c1C(=O)N1CCN(C)CC1 | 0%
COC(=O)CCS(=O)(=O)c1ccc(Cl)cc1 | -11%
CSc1nc(C)cc(C)c1C(N)=O | 8%
CCOC(=O)c1[nH]c(C)c(C(=O)OCC(=O)N2c3ccccc3CC2C)c1C (stereo not drawn) | -5%
COc1ccc(N2C(=O)CC(N3CCC(O)(c4ccc(Cl)cc4)CC3)C2=O)cc1 (stereo not drawn) | -7%
CCCNC(=S)NCCN1CCCCC1 | 25%
CCCCCCCCOC(=O)CCc1c(C)[nH]c(=S)[nH]c1=O | -6%
O=C1CSC(c2cn(-c3ccccc3)nc2-c2cc3ccccc3oc2=O)N1Cc1ccccc1 (stereo not drawn) | 3%
O=C(c1ccc2c(c1)OCO2)N1CCCC1 | 0%
CCN1CCN(C(=S)c2ccc(Cl)c(Cl)c2)CC1 | -18%
Cc1ccc(NC(=O)c2cc(-n3cnnc3)ccc2Cl)cc1 | -18%
Cc1ccnc(NS(=O)(=O)c2ccc(Oc3ccccc3)cc2)c1 | 7%
O=C(CS(=O)c1ccc(C(F)(F)F)cc1[N+](=O)[O-])Oc1ccc(Cl)cc1 (stereo not drawn) | 5%
CS(=O)(=O)N(CC(=O)NCc1ccccc1)C1CCCCC1 | 5%
Cc1ccc(NC(=O)CSc2ncn(-c3ccccc3)n2)cc1C | -4%

The results go on.
molecule | HT1080 viability
COc1cc(C(=O)Oc2cccc(C=O)c2)cc(OC)c1OC | 6%
NNC(=O)Cn1c(SCc2ccccc2)nc2ccccc21 | 2%
COc1ccc(N2CCN(C(=O)CCNS(=O)(=O)c3cccs3)CC2)cc1 | 7%
CCn1c(C)[n+](CC(O)COCC2CC=CCC2)c2ccccc21 (stereo not drawn) | 3%
C=CCN(CCNP(=O)(OCC)OCC)CP(=O)(OCC)OCC | -5%
CCC(=O)Nc1ccc(S(=O)(=O)N2CCCCC2)cc1OC | 6%
COc1ccccc1OCCc1nnc(N)s1 | 14%
COc1ccc(OC)c(N(CC(=O)N2CCC(C)CC2)S(=O)(=O)c2ccccc2)c1 | -12%
COC(=O)CC1C(=O)NCCN1C(=O)Nc1ccc(Cl)cc1 (stereo not drawn) | -14%
Cc1cccc(N(CC(=O)N=Nc2c(O)[nH]c3ccccc23)S(C)(=O)=O)c1C | 1%
COCCCN1C(=O)c2ccc(C(=O)Nc3ccc(OC)cc3)cc2C1=O | -7%
